High-throughput results deposited in PubChem BioAssay by several laboratories.
S1P4 ag = activates the human S1P4 receptor; S1P4-expressing cell line, agonist reporter assay; AID 1509; activation, % at 4.98 µM; 0.35% of 220,000 active; in the data active = activation above about 11%;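 also: 0% = DMSO vehicle and 100% = reference agonist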
S1P4 antagonist = antagonists of human S1P4 receptor. O95977. S1P4-expressing cells, antagonist mode, reporter read-out. inhibition, % at 4.98 µM. 0.26% of 220,000 active. AID 1510; in the data active = inhibition above about 29%;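 also: 0% = wells stimulated with agonist and 100% = vehicle wells without agonist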
PERK inhibitor = blocks human PERK kinase. AID 1416. 0.17% of 220,000 active. Q9NZJ5. CHO PERK-DD fusion, SEAP luminescence translation reporter. inhibition, % at 5.6 µM;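 active = inhibition above the mean inhibition of all tested compounds plus 3 SD, set separately per screening campaign, cut at about 2.9% in these data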;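 also: PERK kinase domain activated by AP20187 dimerizer at 100 nM; 0% = DMSO with dimerizer and 100% = rapamycin at 8.4 µM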
Wee1 stabilizer = blocks degradation of human Wee1 kinase; P30291; HeLa Luc-Wee1K328M stability, luciferase luminescence; 100% = proteasome inhibitor MG132 effect; reporter increase, % at 5 µM; 1.2% of 220,000 active;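 active = activation above the mean of all tested compounds plus 3 SD, set per screening run, cut at about 8.8% in these data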;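 also: cells exposed to compound for 20 h before luminescence read; 0% = DMSO alone and 100% = MG132 at 30 µM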
BaF3 parental = counter-screen for JAK2V617F inhibitors: parental Ba/F3 viability inhibitors. CellTiter-Glo ATP luminescence. 1.1% of 220,000 active. AID 1486. inhibition, % at 5.6 µM;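 active = inhibition above a per-campaign cutoff, the mean inhibition of all tested compounds plus 3 SD, cut at about 27% in these data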;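 also: 0% = DMSO wells and 100% = JAK Inhibitor I control wells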
Ba/F3 V617F tox = loss of viability in JAK2V617F-driven Ba/F3 cells; inhibition, % at 5.6 µM; Ba/F3 EpoR-JAK2V617F viability, ATP luminescence; 1.1% of 220,000 active;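 active = inhibition above the campaign mean plus 3 SD over all tested compounds, cut at about 24% in these data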;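 also: cytokine-independent growth of Ba/F3 cells driven by EpoR plus mutant JAK2; 0% = DMSO-treated cells and 100% = JAK inhibitor I control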
NPY2 pot ag = human NPY-Y2 potentiation or agonism, primary screen | P49146 | activation, % at 3.6 µM | 0.45% of 220,000 active | cells expressing NPY-Y2, potentiator/agonist read-out | AID 1359; in the data active = activation above about 27%;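 also: cells stimulated with NPY near EC25 plus isoproterenol at EC100; 0% = vehicle plus submaximal agonist and 100% = vehicle plus saturating agonist; some results beyond the cut were filed as inactive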
Target sequence (P49146 whole entry, looked up): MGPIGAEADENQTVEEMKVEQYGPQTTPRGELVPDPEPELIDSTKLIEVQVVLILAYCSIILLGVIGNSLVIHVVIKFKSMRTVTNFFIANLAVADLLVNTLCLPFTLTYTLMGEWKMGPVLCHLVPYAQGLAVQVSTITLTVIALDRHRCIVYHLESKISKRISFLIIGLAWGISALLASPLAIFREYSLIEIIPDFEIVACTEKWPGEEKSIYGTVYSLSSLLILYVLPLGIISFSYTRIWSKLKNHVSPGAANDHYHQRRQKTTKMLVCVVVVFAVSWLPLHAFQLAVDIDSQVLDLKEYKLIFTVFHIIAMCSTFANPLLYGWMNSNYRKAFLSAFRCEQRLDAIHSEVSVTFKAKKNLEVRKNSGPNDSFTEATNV
MDM2 E3 inh = blocks human Mdm2 ubiquitin ligase activity; signal enhancement, % at 5 µM; Q00987; 0.11% of 210,000 active; cell-based MDM2 ubiquitination luciferase reporter, 2 h; 0 = plate control, 100 = twice control, blank-subtracted;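 active = signal enhancement of 30% or more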;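 also: luminescence tracks abundance of the self-degrading MDM2-luciferase fusion protein; higher signal means inhibition of MDM2 E3 ligase activity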
Target sequence (Q00987 whole entry, looked up, the tested form may be a part): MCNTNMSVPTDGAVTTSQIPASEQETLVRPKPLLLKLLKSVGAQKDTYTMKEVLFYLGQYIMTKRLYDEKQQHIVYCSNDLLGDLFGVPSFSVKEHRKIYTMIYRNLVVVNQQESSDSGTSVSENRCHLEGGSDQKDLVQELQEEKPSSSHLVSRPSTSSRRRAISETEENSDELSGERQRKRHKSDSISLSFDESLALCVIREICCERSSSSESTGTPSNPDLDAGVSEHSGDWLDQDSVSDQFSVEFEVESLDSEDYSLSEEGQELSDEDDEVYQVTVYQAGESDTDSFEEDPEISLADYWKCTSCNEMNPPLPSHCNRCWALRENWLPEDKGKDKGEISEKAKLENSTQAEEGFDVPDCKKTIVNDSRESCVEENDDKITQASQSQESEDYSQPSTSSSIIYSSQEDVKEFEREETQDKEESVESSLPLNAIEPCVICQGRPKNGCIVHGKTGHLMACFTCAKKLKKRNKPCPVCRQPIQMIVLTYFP
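Test system: stable mammalian line carrying autodegrading MDM2–luciferase fusion reporter; quantity: 2000 cells in each well; times: 4 h cell settling then 2 h compound exposure, 37 °C; detection: luminescence with SteadyLite reagent, 15 min at room temperature; evaluation: percent signal gain over controls, blank-subtracted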
eIF4E 4G PPI = inhibitors of eIF4E and eIF4G interaction in translation initiation. P63073+Q04637. TR-FRET eIF4E-eIF4GI(517-606) binding, 2 h. inhibition, % at 21.7 µM. 0.37% of 220,000 active;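 active = inhibition above about 30%, limit read from the data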;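 also: 0% = full FRET control wells and 100% = background wells lacking eIF4GI fragment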
* hit, by the source's call; nt = not tested or not shown; [ ] = another dose, or the depositor's remark.

Values in the order – NPY2 pot ag, Wee1 stabilizer, MDM2 E3 inh, eIF4E 4G PPI, Ba/F3 V617F tox, PERK inhibitor, S1P4 ag, S1P4 antagonist, BaF3 parental
CCOC(=O)C(C)/C(C)=N\Nc1ccc([N+](=O)[O-])cc1[N+](=O)[O-] (centres undefined)
  -15, 0, -9, 3, -2, 0.4, -0.3, -2, 5
COCCn1c(SC(C)C(=O)Nc2ccc(Cl)cn2)nnc1-c1ccncc1 (centres undefined)
  -11, 1, -6, 3, 7, -0.8, 0.4, 1, 11
O=C(Nc1ccc(Cl)c(C(F)(F)F)c1)c1ccco1
  6, 0, -14, 3, 1, 1.3, 0.7, -6, 4
CCOC(=O)C1(CCCc2ccccc2)CCN(Cc2cnc(C)s2)CC1
  -26, -4, -11, -4, -1, -0.4, 3.7, -5, 8
CCCOCCOC(=O)C1=C(C)NC(=O)NC1c1cc(Cl)c(O)c(OC)c1 (centres undefined)
  15, 1, -9, 1, -4, 0.9, -1.9, 4, 0
CC(C)Nc1nc2cccnc2s1
  -11, 0, -8, -3, -3, 1.0, 2.9, -2, 2
Cc1cc(C)n(CC(C)NCc2cn[nH]c2-c2cccc3ccccc23)n1 (centres undefined)
  -6, 0, -13, -2, 1, 1.2, 0.0, 4, 6
COc1cc(OC)c(OC)cc1/C=N/NC(=O)c1ccc2nc[nH]c2c1
  12, 1, 3, 3, -4, 1.1, 0.6, 5, 2
CN(CC(=O)Nc1ccccc1F)CC(=O)Nc1ccccc1Br
  3, -1, -9, -2, -1, 0.1, 1.1, -8, 3
CCOc1ccc(NC(=S)NC(=O)/C=C/c2ccc(Br)cc2)c([N+](=O)[O-])c1
  3, -1, nt, -11, 2, -0.1, 2.6, -2, -2
O=C(Nc1ccccc1F)c1ccc(Br)o1
  -9, 0, nt, 2[fluorescence artefact?], 0, 1.6, 0.7, 18, 5
CC(=O)NC1C(=O)N=C(SCc2ccccc2)NC1=O (centres undefined)
  4, 0, -9, 2, -5, 2.5, -3.2, 0, -1
[N-]=[N+]=CC(=O)C(c1ccccc1)(c1ccccc1)c1ccccc1
  -12, -2, 8, 4, 0, 0.0, 0.3, 1, -1
C[C@H](NC(=O)NCc1ccc(F)cc1)C(=O)O
  -12, 1, -8, 0, 0, 0.2, 0.1, 1, 2
O=C(CCC1CCCCC1)Nc1ccc(S(=O)(=O)Nc2nccs2)cc1
  -12, -1, -2, 2, -1, 1.2, -1.6, -10, 3

(next part)
Values in the order – NPY2 pot ag, Wee1 stabilizer, MDM2 E3 inh, eIF4E 4G PPI, Ba/F3 V617F tox, PERK inhibitor, S1P4 ag, S1P4 antagonist, BaF3 parental
O=C(COC(=O)c1cc[n+]([O-])cc1)Nc1cccc(Cl)c1Cl
  0, -3, -4, 3, 3, 1.0, 2.4, -13, 9
Cc1ccc(C(C)C)c(OCC(O)CN2CCN(CCO)CC2)c1 (centres undefined)
  81*, -2, 1, 4, -2, 0.8, 0.2, -12, 3
CC(=O)Nc1ccc(S(=O)(=O)N[C@@H](C)C(=O)Nc2ccc(N3CCOCC3)cc2)cc1
  2, -2, nt, -2[fluorescence artefact?], 2, 0.3, 0.6, -15, 1
COc1ccc(CCNC(=O)C2CC(=O)N(c3ccc(F)cc3)C2)cc1OC (centres undefined)
  6, 2, -10, nt, 1, -0.1, 2.4, 7, 8
CCCS(=O)(=O)N1CCCC(C(=O)c2cccc(Cl)c2)C1 (centres undefined)
  -8, -4, -9, 3, 2, 0.1, 5.2, -3, 5
COc1ccc(NC(=O)CSc2nnc(-c3cccs3)n2C)cc1OC
  9, -1, 1, 0, 3, 0.2, 0.5, -16, 9
CCCCSc1nnc(CSc2ncccn2)n1C
  11, 0, -18, 11, -1, 0.2, 1.0, -9, 4
CCC1(C(=O)O)NC(c2cc(OC)ccc2O)C2C(=O)N(Cc3ccccc3)C(=O)C21 (centres undefined)
  -12, -1, 6, 8, 5, 0.6, 1.0, 4, 6
O=C(c1cnn2c(C(F)(F)F)cc(-c3ccc4c(c3)OCO4)nc12)N1CCCC1
  -3, -2, -12, 0, -5, 0.3, 0.0, 3, 2
CCCCCC1CC(CC(=O)Nc2ccc([N+](=O)[O-])cc2)C(=O)O1 (centres undefined)
  4, 1, nt, -1, -3, -0.8, -1.9, 0, 5
Cc1cccc(N2CCN(C(=O)CCN3C(=S)NC(C)(C)CC3C)CC2)c1C (centres undefined)
  -1, 4, -7, 2, -2, 1.1, -1.6, -15, 3
COc1ccc(Oc2coc3cc(OC(=O)c4cccs4)ccc3c2=O)cc1
  -6, 0, -1, -8, -3, 1.6, -3.1, 0, 1
COCCNC(=O)c1onc(CSc2cc(C)ccc2C)c1C(=O)O
  -23, -3, 8, 0, 6, 0.2, 0.8, 3, 2
Cc1ccc(NC(=S)NCc2ccccn2)cc1
  -7, -2, -10, 0, -2, 0.3, -1.2, 1, -2
C=CCn1c(NC(=O)c2ccc(Br)o2)c(S(=O)(=O)c2ccccc2)c2nc3ccccc3nc21
  4, -4, -4, 4, -4, -0.2, 2.9, -5, -1

Additional records.
Values in the order – NPY2 pot ag, Wee1 stabilizer, MDM2 E3 inh, eIF4E 4G PPI, Ba/F3 V617F tox, PERK inhibitor, S1P4 ag, S1P4 antagonist, BaF3 parental
CCN(CC)c1ccc2c(C)c(-c3ccc(N)cc3)c(=O)oc2c1
  9, -2, 4, 16[fluorescence artefact?], 0, 0.5, 3.7, -3, 4
N#Cc1nc(COc2ccccc2)oc1NCCN1CCOCC1
  14, 3, -3, -1, -4, -0.4, 0.2, 8, -3
Cc1c(C=O)n(C)n(-c2ccccc2)c1=O
  1, 4, -22, 4, 0, 0.3, 0.7, -8, 3
O=c1c(-c2ccco2)[n+]([O-])c2ccccc2n1OCc1c(F)cccc1F
  -5, 3, -6, 0, -4, 1.1, -0.2, 8, -4
CCOC(=O)c1cnc(Nc2nc3ccccc3o2)nc1CSc1ncccn1
  8, 2, nt, nt, -4, -0.1, -3.2, -19, 6
NC(=O)COc1ccc(Cc2ncc(C(F)(F)F)cc2Cl)cc1
  -12, -1, -79, 1, 2, 1.0, 0.4, -5, 5
CCN(CC)S(=O)(=O)c1ccc(N2CCN(c3cccc(OC)c3)CC2)c([N+](=O)[O-])c1
  6, -3, -3, 3[fluorescence artefact?], 0, 0.5, 3.1, -4, 4
CCOc1ccc(NC(=S)N/N=C(\C)Cc2ccc(OC)cc2)cc1
  7, 3, 1, -1, 3, -0.3, 0.3, -12, 7
O=C(CSc1nnc(Cc2ccccc2)n1Cc1ccccc1)NCc1ccco1
  3, 2, nt, 7[fluorescence artefact?], -2, 0.0, 1.9, 2, 2
Cc1cccc(C(=O)NNC(=O)c2ccccc2C)c1
  13, 2, -16, -2, 0, -0.6, 1.0, -3, 8
COc1ccc(C(CNC(=O)c2ccc(S(=O)(=O)N(C)C)cc2)N2CCCC2)cc1 (centres undefined)
  1, -4, -11, 1, -4, 0.2, -1.9, 2, -2
CCC(C)[C@H](NC(=O)NCc1ccco1)C(=O)O (some centres undefined)
  -6, -2, -1, -4, -4, 0.0, 2.6, -1, -1
CNC(=S)N(Cc1cc2cc(C)cc(C)c2[nH]c1=O)C1CCCC1
  -5, 3, -15, 1, 1, -1.0, 0.2, 8, 6
CCN(CC)CCOC(=O)/C=C/c1ccccc1OC
  10, 1, -9, -5[fluorescence artefact?], 0, 0.2, 2.9, 10, 4
CC(NS(=O)(=O)c1ccc2c(c1)OCCO2)c1ccccc1 (centres undefined)
  2, 2, -16, -2, 2, -0.5, -0.4, -18, 3

NPY2 pot ag, entries above that show a hit.
SMILES | NPY2 pot ag | Wee1 stabilizer | MDM2 E3 inh | eIF4E 4G PPI | PERK inhibitor | S1P4 ag | S1P4 antagonist
Cc1ccc(C(C)C)c(OCC(O)CN2CCN(CCO)CC2)c1 (centres undefined) | 81* | -2 | 1 | 4 | 0.8 | 0.2 | -12

(cont.)
Values in the order – NPY2 pot ag, Wee1 stabilizer, MDM2 E3 inh, eIF4E 4G PPI, Ba/F3 V617F tox, PERK inhibitor, S1P4 ag, S1P4 antagonist, BaF3 parental
COC(=O)c1ccc(OCC(O)CN2CCC(C)CC2)cc1 (centres undefined)
  -2, -3, -4, 0[fluorescence artefact?], -2, 0.5, 0.7, 8, 4
COC(=O)CC(=O)CSc1nc2c(cc1C#N)CCC2
  4, -1, -8, 2, 6, 1.0, -1.8, -10, 6
Cc1ccc(C(C)C)c(OCc2ccc(C(=O)N/N=C/c3ccc(C(=O)O)cc3)cc2)c1
  4, 3, nt, -2, 0, 0.7, 2.5, -18, 3
CCOC(=O)c1nnn(-c2nonc2-n2cccc2)c1CN1CCCCC1
  -15, 0, -8, nt, -1, -0.5, -0.4, 5, -1
Cc1cccc(NC(=O)CNC(=O)COc2ccc(-c3ccc(C#N)cc3)cc2)c1C
  -3, -1, -16, -7, 5, 1.3, 0.1, -6, 7
CCOC(=O)N(NC(=O)C(O)(c1ccccc1)c1ccccc1)c1ccccc1
  1, 1, -14, 3, 3, -0.6, 1.6, 3, 3
O=C(/C=C/c1ccc2c(c1)OCO2)Nc1c(C(=O)O)[nH]c2ccccc12
  -8, 7, -9, 16[fluorescence artefact?], 3, 0.8, -1.3, 3, 8
O=c1c(-c2ccc(O)cc2)coc2cc(OC3OC(CO)C(O)C(O)C3O)ccc12 (centres undefined)
  12, 1, nt, 3, -1, 0.6, 1.0, -6, 4
Cc1ccc(C(C(=O)NC2CCCCC2)N(CC2CCCO2)C(=O)CNC(=O)c2ccco2)cc1 (centres undefined)
  -3, -4, -35, -1, 2, -1.1, 0.3, 2, 3
Cc1ccccc1N1CC(O)(c2cccs2)[N+]2=C1CCCC2 (centres undefined)
  -11, 1, 0, 2, 7, 0.3, 0.3, 13, 6
COc1cc(CCC(=O)N2CCN(c3ncccn3)CC2)cc(OC)c1OC
  -11, 1, -10, 1, 5, 0.3, 1.9, -5, 11

3 entries from above, sorted by molar mass, falling:
Values in the order – NPY2 pot ag, Wee1 stabilizer, MDM2 E3 inh, eIF4E 4G PPI, Ba/F3 V617F tox, PERK inhibitor, S1P4 ag, S1P4 antagonist, BaF3 parental
CCCCCC1CC(CC(=O)Nc2ccc([N+](=O)[O-])cc2)C(=O)O1 (centres undefined)
  4, 1, nt, -1, -3, -0.8, -1.9, 0, 5
CCN(CC)c1ccc2c(C)c(-c3ccc(N)cc3)c(=O)oc2c1
  9, -2, 4, 16[fluorescence artefact?], 0, 0.5, 3.7, -3, 4
CCC(C)[C@H](NC(=O)NCc1ccco1)C(=O)O (some centres undefined)
  -6, -2, -1, -4, -4, 0.0, 2.6, -1, -1
